Screens deposited in PubChem BioAssay by National Center for Advancing Translational Sciences (NCATS).
KCNH2 3.1 block – blocks the human KCNH2 3.1 channel isoform; U2OS KCNH2 3.1, thallium flux FluxOr; active compounds read low; activity change, % (tested at about 1.8 µM); 0.95% of 340,000 active; AID 720553;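 active means maximum activity change below -70%; inconclusive means maximum activity change from -70% to -50%; inactive means maximum activity change above -50%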;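 further: thallium influx rate constant from kinetic fluorescence after stimulation buffer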
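Normalized rate constant (relative to positive and negative DMSO controls) derived from a 2 min kinetic fluorescence read after stimulation; U2OS cells expressing the 3.1 isoform via virus at 1.77 x 10^8 /mL.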
hERG WT inh – KCNH2 (human, wildtype) channel inhibition; Q12809; U2OS, BacMam KCNH2, thallium flux FluxOr; active compounds read low; activity change, % at 1.84 µM; 0.37% of 340,000 active; AID 720551;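 active means maximum activity change below -70%; inconclusive means maximum activity change between -70% and -50%; inactive means maximum activity change above -50%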
Target sequence (Q12809 whole entry, looked up): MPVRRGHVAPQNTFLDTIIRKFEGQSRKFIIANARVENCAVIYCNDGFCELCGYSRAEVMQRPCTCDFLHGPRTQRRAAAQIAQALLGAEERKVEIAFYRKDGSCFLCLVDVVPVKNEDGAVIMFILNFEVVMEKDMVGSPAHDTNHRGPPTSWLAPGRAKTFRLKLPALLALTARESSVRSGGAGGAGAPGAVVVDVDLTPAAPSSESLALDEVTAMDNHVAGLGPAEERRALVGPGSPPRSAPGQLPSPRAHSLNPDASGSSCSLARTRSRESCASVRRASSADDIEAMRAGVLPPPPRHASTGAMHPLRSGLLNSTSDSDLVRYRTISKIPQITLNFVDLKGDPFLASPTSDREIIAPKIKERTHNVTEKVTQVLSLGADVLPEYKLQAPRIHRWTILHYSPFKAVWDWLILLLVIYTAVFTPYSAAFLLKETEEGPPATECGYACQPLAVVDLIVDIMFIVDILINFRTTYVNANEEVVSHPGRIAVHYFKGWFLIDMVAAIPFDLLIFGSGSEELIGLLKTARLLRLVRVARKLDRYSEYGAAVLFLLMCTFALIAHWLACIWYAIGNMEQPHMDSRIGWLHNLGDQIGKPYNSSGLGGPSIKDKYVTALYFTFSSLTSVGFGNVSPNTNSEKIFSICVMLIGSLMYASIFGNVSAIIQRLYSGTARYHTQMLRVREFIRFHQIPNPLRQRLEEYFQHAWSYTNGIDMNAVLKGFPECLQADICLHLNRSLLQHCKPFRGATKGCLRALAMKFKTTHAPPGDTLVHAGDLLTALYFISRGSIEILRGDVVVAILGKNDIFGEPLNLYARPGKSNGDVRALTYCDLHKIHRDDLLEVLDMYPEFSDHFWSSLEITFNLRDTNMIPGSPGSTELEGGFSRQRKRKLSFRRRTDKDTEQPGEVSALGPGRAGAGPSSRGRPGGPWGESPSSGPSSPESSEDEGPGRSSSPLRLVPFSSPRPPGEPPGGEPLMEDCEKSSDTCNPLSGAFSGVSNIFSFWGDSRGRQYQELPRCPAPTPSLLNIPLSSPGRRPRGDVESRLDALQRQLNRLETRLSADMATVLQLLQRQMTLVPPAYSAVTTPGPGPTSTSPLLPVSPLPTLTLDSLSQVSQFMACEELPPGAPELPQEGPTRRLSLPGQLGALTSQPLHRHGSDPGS
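U2OS cells transduced with wild-type KCNH2 virus are loaded with FluxOr dye for 45 min, and thallium flux is measured in kinetic reads before and after stimulation buffer. Rate constants are normalized to DMSO controls.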
* hit, by the source's call; u = inconclusive. On the % scale 0 is the no-effect control and ±100 the full control effect. Not all compounds are listed. The share of hits here may be higher or lower than overall.

SMILES	KCNH2 3.1 block	hERG WT inh
CC(=O)Nc1ccc(C(=O)OCC(=O)NC(=O)NCc2ccccc2)cc1	-12	3
COc1cc(C(=O)N2Cc3cc4ccccc4nc3C2C)cc(OC)c1OC (stereo not drawn)	2	4
O=C(COC(=O)c1ccc(OC(F)F)cc1)NCC1CCCO1 (stereo not drawn)	-4	-15
Cc1cc(C(C)(C)C)cc(CN2CCN(S(=O)(=O)c3cccs3)CC2)c1O	3	4
CC(=O)OC1CCC2C3CCc4cc(OP(=O)(N5CC5)N5CC5)ccc4C3CCC12C (stereo not drawn)	-4	4
O=C(CCCN1C(=O)/C(=C/c2ccc(F)cc2)SC1=S)Nc1ccc(C(=O)O)cc1	0	-4
C[C@@H]1CN([C@H](C)CO)C(=O)CCCn2nncc2CO[C@@H]1CN(C)C(=O)c1ccncc1	1	6
CCCCCCN1C[C@@H](n2cc(C3CC3)nn2)[C@H](O)C[C@@H]1c1ccc(Cl)cc1	-26	4
CN(CC(=O)Nc1ccc(F)c(F)c1F)C(=O)CCN1C(=O)C2CC=CCC2C1=O (stereo not drawn)	6	-10
COCc1ccc(C(=O)N2CCCC(N(C)CCc3ccccc3)C2)s1 (stereo not drawn)	3	-25
O=C(NCCOc1ccccc1)C1CCN(C(=O)Nc2ccccc2)CC1	-3	11
COC(=O)N(C)C[C@@H]1OCc2cnnn2CCCC(=O)N([C@@H](C)CO)C[C@H]1C	-15	-5
C[C@@H]1CN([C@@H](C)CO)C(=O)CCCn2nncc2CO[C@H]1CN(C)C(=O)Nc1ccc(F)cc1	6	-6
CNC[C@H]1Oc2cc(Br)ccc2S(=O)(=O)N([C@H](C)CO)C[C@H]1C	5	-3
C[C@@H]1CCCCO[C@H](CN(C)Cc2ccccc2)[C@@H](C)CN([C@H](C)CO)C(=O)c2cc(NS(=O)(=O)c3ccc(Cl)cc3)ccc2O1	-12	8
O=C(Nc1cccc2c1[nH]c(=O)c1ccccc12)C(F)(F)F	11	5
CCOC(=O)c1cc(OCC)c2c(ccc3ccccc32)n1	13	4
CCN(CC)C(=O)C1=C(C)N(CCC2=CCCCC2)C(=O)C(CC(=O)NCc2cccc3ccccc23)C1 (stereo not drawn)	-8	-4
C[C@H](CO)N1C[C@H](C)[C@H](CN(C)C(=O)Nc2cccc(C(F)(F)F)c2)OCc2cnnn2CCCC1=O	8	-8
CN(CC(=O)Nc1ccc(Cl)cc1)C(=O)CN1C(=O)C2CCCCC2C1=O (stereo not drawn)	-4	10
COc1ccc(Cn2c(=O)oc3ccccc32)cc1	-15	4
COc1ccc(CSC(=S)NNc2ccccc2)cc1	-2	0
Cc1cccc(C)c1NC(=O)CN1CCN(C(=O)CNC(=O)Cc2cccc3ccccc23)CC1	u	-10
O=C(Nc1cccc(C(=O)O)c1)/C(=C\c1ccccc1)NC(=O)c1ccc(Br)o1	3	9

Sorted by length of the SMILES (descending): part of the list above.
SMILES	KCNH2 3.1 block	hERG WT inh
C[C@@H]1CCCCO[C@H](CN(C)Cc2ccccc2)[C@@H](C)CN([C@H](C)CO)C(=O)c2cc(NS(=O)(=O)c3ccc(Cl)cc3)ccc2O1	-12	8
C[C@H](CO)N1C[C@H](C)[C@H](CN(C)C(=O)Nc2cccc(C(F)(F)F)c2)OCc2cnnn2CCCC1=O	8	-8
C[C@@H]1CN([C@@H](C)CO)C(=O)CCCn2nncc2CO[C@H]1CN(C)C(=O)Nc1ccc(F)cc1	6	-6
CCN(CC)C(=O)C1=C(C)N(CCC2=CCCCC2)C(=O)C(CC(=O)NCc2cccc3ccccc23)C1 (stereo not drawn)	-8	-4
COC(=O)N(C)C[C@@H]1OCc2cnnn2CCCC(=O)N([C@@H](C)CO)C[C@H]1C	-15	-5
Cc1cccc(C)c1NC(=O)CN1CCN(C(=O)CNC(=O)Cc2cccc3ccccc23)CC1	u	-10
O=C(Nc1cccc(C(=O)O)c1)/C(=C\c1ccccc1)NC(=O)c1ccc(Br)o1	3	9
CN(CC(=O)Nc1ccc(F)c(F)c1F)C(=O)CCN1C(=O)C2CC=CCC2C1=O (stereo not drawn)	6	-10
CNC[C@H]1Oc2cc(Br)ccc2S(=O)(=O)N([C@H](C)CO)C[C@H]1C	5	-3
O=C(Nc1cccc2c1[nH]c(=O)c1ccccc12)C(F)(F)F	11	5
CCOC(=O)c1cc(OCC)c2c(ccc3ccccc32)n1	13	4
COc1ccc(Cn2c(=O)oc3ccccc32)cc1	-15	4
COc1ccc(CSC(=S)NNc2ccccc2)cc1	-2	0

Remaining list, next part
SMILES	KCNH2 3.1 block	hERG WT inh
O=C(Nc1ccc(OC(F)(F)F)cc1)c1cc(S(=O)(=O)N2CCCCC2)ccc1N1CCOCC1	-11	-4
COc1ccc(OC)c(C(=O)CSc2nnc(C3CC3)n2C2CC2)c1	-5	-6
CC(=O)c1cccc(NC(=O)c2cc(S(=O)(=O)N3CCCCC3)ccc2N2CCOCC2)c1	15	20
Cc1cc(Cl)ccc1N(CC(=O)N(C)Cc1ccccc1)S(C)(=O)=O	-13	u
N#Cc1ccc(C(=O)Nc2cc(S(=O)(=O)N3CCOCC3)ccc2N2CCOCC2)cc1	-8	-5
C[C@H]1CN([C@@H](C)CO)C(=O)CCCn2nncc2CO[C@H]1CN(C)C(=O)C1CC1	-1	0
CCn1cc(/C=C(\NC(=O)c2ccccc2OC)C(=O)NCCN2CCOCC2)c2ccccc21	4	13
CCOC(=O)C(C)N1c2cccc3cccc(c23)S1(=O)=O (stereo not drawn)	-3	-7
CCOC(=O)C1=C(Nc2ccccc2)CSC1	6	13
COc1ccccc1C(=O)N/C(=C\c1cn(C)c2ccccc12)C(=O)NCCN1CCOCC1	-3	-11
S=c1[nH]ncn1/N=C/c1ccco1	5	3
O=C(COC(=O)/C=C/c1ccc2c(c1)OCO2)NCc1ccc(F)cc1	-5	11
O=C(COc1ccccc1)NC(=S)Nc1cccc2c(O)cccc12	-14	-5
O=S1(=O)CCN(C2CCCCCCCCCCC2)CC1	-1	-5
CCOC(=O)c1cc2c(OC)c(OC)ccc2c2[nH]cc(C#N)c(=O)c12	-8	2
COc1cccc(S(=O)(=O)N(C)C[C@@H]2OCc3cnnn3CCCC(=O)N([C@H](C)CO)C[C@@H]2C)c1	4	-5
CC(C)CC1C(=O)N(Cc2cn(CCC3OCCCO3)nn2)CCS(=O)(=O)N1Cc1ccc(-c2ccc(Cl)c(Cl)c2)cc1 (stereo not drawn)	-40	-1
COc1ccc(C(=O)NCC2CCCN2S(=O)(=O)c2ccccc2)cc1OC (stereo not drawn)	-8	-6
CCCCCCn1c(=O)n2n(c1=O)C[C@]1(OC(=O)Nc3c(C)noc3C)CN(S(=O)(=O)c3ccc(C)cc3)C[C@]1(O)C2	-2	1
CCN(c1ccccc1)S(=O)(=O)c1ccc(C(=O)NC2CCCCC2)cc1	-3	-15
C[C@@H]1CN([C@@H](C)CO)C(=O)CCCn2nncc2CO[C@@H]1CN(C)C(=O)Nc1ccc(C(C)(C)C)cc1	-13	15
O=C(CC1CCCC1)N1CCN(S(=O)(=O)c2c(F)cccc2F)CC1	9	-12
Cc1ccc(S(=O)(=O)Nc2ccc3c(c2)C(=O)N([C@H](C)CO)C[C@H](C)[C@@H](CN(C)C(=O)NC2CCCCC2)OCCCC[C@@H](C)O3)cc1	-2	0
CCc1ccc([C@@H]2C[C@H]3[C@@H](CN2S(=O)(=O)c2ccc(C)cc2)C(=O)C[C@@H](c2ccc(C)cc2)N3S(=O)(=O)c2ccc(C)cc2)cc1	-5	3
C[C@H](O)C#Cc1cnc2c(c1)C(=O)N([C@H](C)CO)C[C@@H](C)[C@H](CN(C)C(=O)Nc1ccc(C(F)(F)F)cc1)O2	1	-8
CCOC(=O)C1=C(C)NC(C)=C(C(=O)OCC)C1C(=O)OCC(=O)Nc1ccc(NC(C)=O)cc1	14	-10
CCOC(=O)c1ccccc1NC(=O)COC(=O)C(CC)Oc1ccccc1 (stereo not drawn)	-5	-10
COc1ccc(Cl)cc1Nc1nc(Cl)nc(NCCO)n1	6	9
COCCN(C(=O)COC(=O)C1CCCCC1)c1c(N)n(Cc2ccccc2)c(=O)[nH]c1=O	6	-12
O=C(C1CCCCC1)N1C[C@H](n2cc(-c3ccc(F)cc3)nn2)[C@@H](O)C[C@@H]1c1ccccc1	-2	-9
Cc1oc(-c2ccccc2)nc1C(=O)OCC(=O)NCc1ccc(F)cc1	1	-9
Cc1ccc(C(=O)N(Cc2nnc(-c3ccccc3Cl)o2)C2CC2)o1	6	-16
O=S(=O)(c1ccc(F)cc1)c1nc(-c2ccco2)oc1NCCCn1ccnc1	-46	42
O=C(O)C(=Cc1ccnc2ccccc12)C(=O)O	0	8
C[C@@H]1CN([C@@H](C)CO)C(=O)CCCn2nncc2CO[C@H]1CN(C)S(C)(=O)=O	-15	3
CC(=O)N1CCCc2cc(S(=O)(=O)N(C)CC(=O)Nc3ccccc3)ccc21	0	-8
O=C(CNc1cc(S(=O)(=O)N2CCOCC2)ccc1N1CCCC1)Nc1ccc(Cl)cc1F	-9	5
COc1cc(C=C2NC(=O)NC2=O)ccc1O	19	19
CNC(=O)C[C@H]1C(=O)N(c2ccccc2)C[C@@H]1CSC	21	-4
COc1ccc(NC(=O)C[C@H]2C(=O)N(C3CCCCC3)C[C@@H]2CSC)cc1	-1	3
CC(OC(=O)c1nc(Cl)ccc1Cl)C(=O)NCc1ccccc1 (stereo not drawn)	-3	4
CCN(CC)CCn1c(=S)[nH]c2cc(C(=O)NCCc3ccc(OC)c(OC)c3)ccc2c1=O	-10	-2
Cc1ccc2nc3n(c(=O)c2c1)-c1cc2ccccc2cc1C(=O)NC3CC(C)C (stereo not drawn)	-8	-7
C[C@H]1CN([C@@H](C)CO)S(=O)(=O)c2ccc(C#Cc3ccccn3)cc2O[C@@H]1CN(C)C(=O)C1CC1	2	3
Cc1csc(N=Cc2ccc([N+](=O)[O-])o2)n1	1	7
Cc1cn([C@H]2C[C@H](O)[C@@H](CNCc3ccccc3)O2)c(=O)[nH]c1=O	7	0
CCN(CC(=O)Nc1ccc(NC(C)=O)cc1)C(=O)c1ccc(Sc2nncn2C)c([N+](=O)[O-])c1	-7	-2
CC(=O)OCCN1c2ccccc2Sc2cnccc21	-2	3
C=CCOc1ccc(C[C@H](N)C(=O)NC[C@H]2O[C@@H](n3ccc(N)nc3=O)[C@H](O)[C@@H]2O)cc1	-2	-2
CCN(CC)C(=O)C1=C(C)N(Cc2ccc(OC)cc2)C(=O)C(CC(=O)NC2CC2)C1 (stereo not drawn)	0	-6
Cc1ccc(Nc2n[nH]c(=S)s2)cc1	-5	3
CN(CC(=O)C(C(N)=O)c1ccccc1)c1ccccc1 (stereo not drawn)	1	4
C[C@H]1CN([C@@H](C)CO)C(=O)c2cc(Br)cnc2O[C@@H]1CN(C)C(=O)c1ccncc1	-2	4
O=C1CC(=O)OC(c2ccc([N+](=O)[O-])cc2)O1	5	0
O=[N+]([O-])c1ccc(N2CCCC2)c([N+](=O)[O-])c1	-9	-1
CN1OC[C@@H]2CN[C@H](c3ccc(-c4ccc(C#N)cc4)cc3)C[C@@H]21	-5	9
CCCCN1C(=O)C(CC(=O)NCCCCc2ccccc2)CC(C(=O)N(C(C)C)C(C)C)=C1C (stereo not drawn)	6	0
O=C(COc1ccc(Cl)cc1Cl)NC1CC1	-17	-4
CN(CC(=O)Nc1cccc(F)c1)C(=O)c1cccc(S(=O)(=O)N2CCN(Cc3ccccc3)CC2)c1	2	-1
CCOC(=O)c1ccc(NC(=O)c2ncn3c2C(=O)NC[C@H]3C)cc1	-3	-6
(continued)
SMILES	KCNH2 3.1 block	hERG WT inh
Cc1cccc(S(=O)(=O)N(C)C[C@H]2OCc3cn(nn3)CCCC(=O)N([C@@H](C)CO)C[C@@H]2C)c1	11	-8
CCOC(=O)c1ccc(S(=O)(=O)N2CCC(N3CCCCCC3)CC2)cc1	-4	12
Cc1noc(C)c1C(=O)OC(C)C(=O)c1c[nH]c2ccccc12 (stereo not drawn)	12	-5
COc1ccc(/C=C2\SC(=Nc3ccccc3Cl)NC2=O)c(OC)c1	-1	3
COC(=O)c1ccc(CNC(=O)COC(=O)/C=C/c2cccc(OC)c2)cc1	2	7
C[C@H](CO)N1C[C@H](C)[C@@H](CN(C)Cc2cccc(C(=O)O)c2)Oc2cc(Br)ccc2S1(=O)=O	-1	7
Cc1ccc([C@H]2C[C@H](O)[C@@H](n3cc(COC(=O)c4ccccc4)nn3)CN2C(=O)c2cccs2)cc1	3	-19
O=C(CN1CCN(S(=O)(=O)c2ccc3c(c2)OCCCO3)CC1)N1CCc2ccccc21	-16	2
C[C@@H]1CN([C@@H](C)CO)C(=O)CCCn2nncc2CO[C@H]1CN(C)S(=O)(=O)c1ccc2c(c1)OCCCO2	12	-12
CC1CCCC(NC(=O)c2cccc(S(=O)(=O)N3CCOCC3)c2)C1C (stereo not drawn)	4	12
C=CCN(CC=C)C(=O)C1c2ccccc2Oc2ccccc21	3	2
Cc1nc(N)sc1-c1csc(Nc2cc(N(C)C)ccc2Cl)n1	3	-8
C[C@@H]1CN([C@H](C)CO)C(=O)c2cc(C#CC(C)(C)O)cnc2O[C@@H]1CN(C)C(=O)C1CC1	-30	-2
CC(C)NC(=O)Nc1ccc2c(c1)C(=O)N([C@H](C)CO)C[C@H](C)[C@@H](CN(C)Cc1ccc(C(F)(F)F)cc1)OCCCC[C@@H](C)O2	-30	-11
Cc1ccc(C)c(S(=O)(=O)Nc2ccc(C(=O)NCCCN(C)C)cc2)c1	0	48
COc1ccc(-c2ccc(CN3C(C)C(=O)N(Cc4cn(CCC5OCCCO5)nn4)CCS3(=O)=O)cc2)cc1 (stereo not drawn)	-5	10
CC(=O)c1cc2c(cc1NC(=O)CSc1ncccn1)OCO2	-7	9
